High-throughput results from PubChem.
ERa coact inh: ERα–SRC-1 coactivator interaction inhibitors, primary screen, biochemical, TR-FRET, ERα LBD, estradiol-bound. Estrogen receptor (Homo sapiens), P03372. TR-FRET ER-alpha LBD / SRC-1 peptide. inhibition, % at 25.6 µM. 86,000 compounds, 1.7% hits. AID 629, 2007; in the data active = inhibition above about 50%;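 note: 0% = receptor plus peptide control and 100% = peptide only without receptor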
PLAP activator: PLAP enzyme activators, biochemical, luminescence, HTS. Alkaline phosphatase, placental type (Homo sapiens), P05187. 96,000 compounds, 1.2% hits. AID 696, 2007. activation fold at 20 µM. purified PLAP enzyme, luminescent substrate read-out; active compounds read high; in the data active = activation fold above about 2
Ecoli WT expand: growth inhibitors of wild-type E. coli, primary screen, strain BW25113, expanded library, OD600; OD600 absorbance; growth inhibition, % at 100 µM; 98,000 compounds, 0.15% hits;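 active = growth inhibition above about 50% at one test dose, limit read from the data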;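 note: growth measured after 20 h incubation at 37 °C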
Mac1 fbg enh: enhancers of CD11b/CD18 adhesion to fibrinogen, primary screen, K562 cells, luminescence; AID 1499, 2009; 93,000 compounds, 0.07% hits; ATPlite luminescence; Integrin beta-2 (Homo sapiens) + Integrin alpha-M (Homo sapiens), P05107+P11215; activation, % at 10 µM;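 active = 10 µM primary screen giving 50% or more activity, confirmed by 40% or more on retest at that dose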; note: strong numbers were not always called active; reference of the scale not given here
Target sequence (P05107 whole entry, looked up, other chains not shown): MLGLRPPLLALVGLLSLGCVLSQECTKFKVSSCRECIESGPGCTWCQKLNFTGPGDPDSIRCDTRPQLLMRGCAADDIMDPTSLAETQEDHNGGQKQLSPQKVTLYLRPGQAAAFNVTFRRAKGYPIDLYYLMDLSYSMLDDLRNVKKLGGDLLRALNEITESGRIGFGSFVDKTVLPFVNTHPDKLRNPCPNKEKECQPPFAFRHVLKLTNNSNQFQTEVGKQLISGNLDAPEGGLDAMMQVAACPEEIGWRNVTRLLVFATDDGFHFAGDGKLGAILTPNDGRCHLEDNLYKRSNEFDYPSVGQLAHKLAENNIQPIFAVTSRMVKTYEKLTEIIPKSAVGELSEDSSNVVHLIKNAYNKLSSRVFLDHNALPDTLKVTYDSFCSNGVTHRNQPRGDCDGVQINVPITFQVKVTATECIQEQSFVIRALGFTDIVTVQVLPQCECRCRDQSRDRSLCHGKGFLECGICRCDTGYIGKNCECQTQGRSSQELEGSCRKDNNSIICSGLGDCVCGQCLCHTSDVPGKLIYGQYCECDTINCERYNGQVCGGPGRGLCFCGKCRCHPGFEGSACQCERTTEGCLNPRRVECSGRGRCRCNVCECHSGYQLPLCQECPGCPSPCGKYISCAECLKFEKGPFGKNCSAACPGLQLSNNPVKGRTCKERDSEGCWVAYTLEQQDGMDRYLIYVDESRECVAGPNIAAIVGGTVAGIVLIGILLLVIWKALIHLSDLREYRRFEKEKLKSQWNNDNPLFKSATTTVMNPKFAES
CD11b adhes inh: inhibitors of CD11b/CD18 adhesion to fibrinogen, primary screen, K562 cells, luminescence | Integrin beta-2 (Homo sapiens) + Integrin alpha-M (Homo sapiens), P05107+P11215 | ATPlite luminescence; Mn2+ added to activate the integrin | inhibition, % at 10 µM | 93,000 compounds, 0.54% hits | AID 1497, 2009;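 active = primary inhibition of 50% or more at 10 µM, then 40% or more on retest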; note: some results filed as inactive read as strong as hits
FAK inh: FAK kinase inhibitors, primary screen, biochemical. Focal adhesion kinase 1 (Homo sapiens), Q05397. biochemical FAK kinase activity assay. inhibition, %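 (tested at 7 µM)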. 97,000 compounds, 0.84% hits. AID 727, 2007; in the data active = inhibition above about 19%;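 note: 0% = DMSO and 100% = reference compound high control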
MT1-MMP txn act: MT1-MMP promoter reporter activation – cell-based, luciferase luminescence, primary screen. HT1080 MT1-MMP promoter luciferase reporter, overnight; active compounds read high. activation factor at 10 µM. 86,000 compounds, 0.16% hits. AID 750, 2007;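 active = activation factor of at least 2 for MT1-MMP transcription at 10 µM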
ERa coact pot: enhancers of ERα–SRC-1 coactivator binding, primary screen, biochemical, TR-FRET, ERα LBD, low estradiol; TR-FRET ERalpha-LBD/SRC-Cy5 coactivator binding, 2 h; 100 = basal binding, no effect; coactivator binding (% of control), % at 25.6 µM; Estrogen receptor (Homo sapiens), P03372; 86,000 compounds, 1.3% hits; in the data active = activity above about 200%;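 note: binding measured in presence of low estradiol as agonist stimulus; 0% = peptide alone without receptor and 100% = receptor with peptide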
ERb coact inh: inhibitors of ERβ-SRC1 coactivator interaction, primary screen, biochemical, TR-FRET, ERβ LBD, SRC-1 peptide; Estrogen receptor beta (Homo sapiens), Q92731; TR-FRET ER-beta LBD / SRC1-Cy5 peptide binding; receptor agonist-loaded with 1 µM estradiol; inhibition, % at 25.6 µM; 86,000 compounds, 1.3% hits;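 active = compounds whose percent inhibition of the receptor-coactivator binding signal exceeds about 50% in the single-dose screen, limit read from the data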;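 note: 0% = receptor plus peptide wells without compound and 100% = peptide-only wells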
An asterisk follows results filed as active; . = no result given; [ ] = another dose, or the depositor's remark.

Start of the data: the first 4 entries, ahead of the listing:
SMILES	ERa coact inh	PLAP activator	Ecoli WT expand	Mac1 fbg enh	CD11b adhes inh	FAK inh	MT1-MMP txn act	ERa coact pot	ERb coact inh
CCN1CCN(CCCOc2ccc(-c3ccccc3)cc2)CC1	4	1.5	11	-2	58	0	1.6	98[fluorescence artefact?]	-1
COC(=O)c1ccccc1Oc1c(F)c(F)nc(N2CCOCC2)c1F	-7	1.3	7	0	-5	6	1	110	-5
COc1cc(NC2c3ccccc3C(=O)N2Cc2ccc3c(c2)OCO3)cc(OC)c1OC (stereo unspecified)	-8	1.1	-1	3	13	1	.	110	12
COc1cc(NC(=O)Cc2ccccc2OC)cc(OC)c1	0	0.8	5	0	-35	2	1.1	99	-2

All compounds of this part, repeating the preview:
SMILES	ERa coact inh	PLAP activator	Ecoli WT expand	Mac1 fbg enh	CD11b adhes inh	FAK inh	MT1-MMP txn act	ERa coact pot	ERb coact inh
CCN1CCN(CCCOc2ccc(-c3ccccc3)cc2)CC1	4	1.5	11	-2	58	0	1.6	98[fluorescence artefact?]	-1
COC(=O)c1ccccc1Oc1c(F)c(F)nc(N2CCOCC2)c1F	-7	1.3	7	0	-5	6	1	110	-5
COc1cc(NC2c3ccccc3C(=O)N2Cc2ccc3c(c2)OCO3)cc(OC)c1OC (stereo unspecified)	-8	1.1	-1	3	13	1	.	110	12
COc1cc(NC(=O)Cc2ccccc2OC)cc(OC)c1	0	0.8	5	0	-35	2	1.1	99	-2
CC1CCCN(C(=O)C2CCN(S(=O)(=O)c3cccc4cccnc34)CC2)C1 (stereo unspecified)	5	1.5	7	1	-1	1	1.1	117	-1
O=C(CCn1c(=O)oc2ccccc21)N1CCN(c2ccc(F)cc2)CC1	-4	1.3	4	0	-10	.	1.1	100	-7
Cc1cc2ncn(C3CC(=O)N(Cc4ccccc4)C3=O)c2cc1C (stereo unspecified)	-19	0.9	1	2	22	8	1.1	133	-28[fluorescence artefact?]
CC1CCCCN1CCNC(=O)Cn1nc(-c2ccccc2)ccc1=O (stereo unspecified)	-98[fluorescence artefact?]	1.3	-2	-5	8	.	1.2	104	-12
CCn1nnnc1SCC(=O)c1ccc(C)cc1C	-7	.	.	.	.	22*	1.1	106	1
CCc1nnc(NC(=O)C2c3ccccc3Oc3ccccc32)s1	-1	.	.	.	.	1	0.9	103	-2
N#CCSc1nnc(C2CCCCC2)n1Cc1ccccc1	-1	1.2	5	-2	-12	3	1.2	121	-9
c1ccc(-c2nc(-c3ccco3)cs2)nc1	1	1	14	2	-9	9	1.2	99	-5

Some values from the list.
Reading of `Cc1cc2ncn(C3CC(=O)N(Cc4ccccc4)C3=O)c2cc1C` (stereo unspecified) under ERa coact pot: 133
Reading of `N#CCSc1nnc(C2CCCCC2)n1Cc1ccccc1` under Ecoli WT expand: 5
Reading of `COC(=O)c1ccccc1Oc1c(F)c(F)nc(N2CCOCC2)c1F` under PLAP activator: 1.3
Reading of `CC1CCCN(C(=O)C2CCN(S(=O)(=O)c3cccc4cccnc34)CC2)C1` (stereo unspecified) under ERa coact inh: 5
Reading of `COc1cc(NC2c3ccccc3C(=O)N2Cc2ccc3c(c2)OCO3)cc(OC)c1OC` (stereo unspecified) under CD11b adhes inh: 13
Reading of `CCc1nnc(NC(=O)C2c3ccccc3Oc3ccccc32)s1` under MT1-MMP txn act: 0.9

The results go on.
SMILES	ERa coact inh	PLAP activator	Ecoli WT expand	Mac1 fbg enh	CD11b adhes inh	FAK inh	MT1-MMP txn act	ERa coact pot	ERb coact inh
COc1ccc(C)cc1NC(=O)C1C2C=CC(C2)C1C(=O)O (stereo unspecified)	-2	1	8	0	-4	-1	1.2	127	-1
CNC(=O)c1cc2cccc(OC)c2oc1=O	-4	.	-2	.	.	2	1.1	133	-2
O=C(Nc1ccc(Cl)cc1)C1CC2CCCC(C1)C2=O (stereo unspecified)	4	0.9	.	-2	-4	.	1.1	86	5[fluorescence artefact?]
Cc1nc(Nc2ccc(F)cc2)[nH]c(=O)c1CCC(C)C	-10	.	-3	.	.	1	1	91	-2
CCOc1ccc(NC(=O)C2CC(=O)N(C(C)C)C2)cc1 (stereo unspecified)	-8	0.8	1	0	-11	0	1.1	100	3
N#Cc1c(N2CCOCC2)nc(N2CCCCC2)c2c1CCN(C1CCCCC1)C2	-4	2*	2	-4	-7	4	1.2	84	-5
COC(=O)c1ccc(NC(=O)CN(c2ccc(OC)cc2)S(C)(=O)=O)cc1	-8	1	0	6	-1	0	1.9	104	-6
COc1cc(-c2nnc(SC(C)C(=O)Nc3c(C)n(C)n(-c4ccccc4)c3=O)o2)cc(OC)c1OC (stereo unspecified)	2	2*	-5	2	-3	2	1	96	-5
COCCCNC(=O)c1c(N)n(/N=C/c2cccnc2)c2nc3ccccc3nc12	.	1.5	-9	3	2	.	1	.	.
CCCSc1nc(N2CCOCC2)c2c(c1C#N)CCCC2	5[fluorescence artefact?]	1.1	-7	0	5	-5	1	93	2[fluorescence artefact?]
Cc1c(/C(Cc2ccccc2)=N/O)c2ccccc2n1C	-10	.	.	.	.	0	1.1	104[fluorescence artefact?]	-1
CCCNC(=O)C1=C(C)C(=O)OC12CCC(C)CC2 (stereo unspecified)	3	1	8	5	2	-7	1.1	99[fluorescence artefact?]	-10
COCCn1c(=N)c(C(=O)NCCc2ccc(OC)cc2)cc2c(=O)n3cccc(C)c3nc21	7	1.4	-9	-1	6	1	1.1	114	-1[fluorescence artefact?]
CSc1nc2ccccc2n1CC(=O)Nc1ccccc1	-3	1	6	0	-17	2	1.2	115	1
COCCCNc1oc(-c2ccccc2OC)nc1C#N	3	1.1	5	-2	24	-4	1.2	118	1[fluorescence artefact?]
CCn1nc(C(=O)OC2CCOC2=O)c2ccccc2c1=O (stereo unspecified)	-7	1.1	5	-2	-17	4	1	86	6
Cc1[nH]cnc1CSCCN	-12	1.3	-3	-2	15	-1	1.2	118	2
O=C(NC1=NCCS1)c1cccc(S(=O)(=O)N2CCCCC2)c1	15	1.2	.	0	6	-1	1	96	9
Cc1noc(C(=O)NCc2ccc(F)cc2)c1Cl	-6	0.9	2	1	-9	-1	.	99	-3
Clc1ccc(Oc2nc(Oc3ccc(Cl)cc3)nc(N3CCOCC3)n2)cc1	.	1	-16	-3	15	-9	.	.	.
CC1(C)Oc2ccc3ccc(=O)oc3c2/C(=C/NCCO)C1=O	24[fluorescence artefact?]	1.2	-7	-3	1	-1	1.2	126	3
COc1ccccc1-c1cc(C(=O)NC(C)c2ccccc2)no1 (stereo unspecified)	-9	1	-28	-2	18	1	1.1	276*[fluorescence artefact?]	-23
CCCOc1cccc(C(=O)N(Cc2ccc(OC)c(OC)c2)C2CCS(=O)(=O)C2)c1 (stereo unspecified)	14	1.6	-7	-1	2	0	1	75	3
COC(=O)CSc1nnc(CNC(=O)c2ccc(S(=O)(=O)N3CCCCC3)cc2)n1C	-10	1.1	4	3	-21	1	1.1	89	-2
CCCOC(=O)c1ccc(NC(=O)c2cnccn2)cc1	8[fluorescence artefact?]	0.9	7	2	-7	1	1.4	68[fluorescence artefact?]	8
COc1ccc(S(=O)(=O)NCCSc2ccc(C)cc2)cc1OC	6	1.2	-7	-4	22	2	1	117	0[fluorescence artefact?]
O=C(NCc1ccccc1)c1ccc(CN2CCOCC2)cc1	-15	1.1	-5	-2	10	.	1.1	114	-22
CCCCOCCCNC(=O)C1CCCCC1	1	1	4	-3	5	2	1.1	113	5[fluorescence artefact?]
COCCNC(=O)CN(c1ccc(C)cc1)S(=O)(=O)c1ccccc1	5	0.9	7	-2	-6	0	1	121	-1[fluorescence artefact?]
COCCCN1C(=O)C(=O)/C(=C(/O)c2ccccc2)C1c1ccc2c(c1)OCO2 (stereo unspecified)	0	1	1	2	-15	-5	1.1	111	-4
COC(=O)c1ccc(NC(=O)c2ccc(N(C)S(C)(=O)=O)cc2)cc1	-10	0.9	-2	-2	16	-1	1.1	105	-3
Cc1ccc(SCCC(=O)Nc2c(C)n(C)n(-c3ccccc3)c2=O)cc1	6[fluorescence artefact?]	1.1	-5	-5	4	4	1.2	110	-4[fluorescence artefact?]
Cc1cc(NC(=O)CCC(=O)N(CC(=O)NC2CCCC2)c2ccccc2)no1	19	.	.	.	.	1	1.4	101	31
CCOc1cc(C(=O)Nc2c3c(nn2C(C)(C)C)CS(=O)C3)cc(OCC)c1OCC (stereo unspecified)	6	.	6	.	.	2	1	115[fluorescence artefact?]	0
CCc1ccc(NC(=O)C2CC(=O)N(C(C)C)C2)cc1 (stereo unspecified)	0	1.4	5	1	-7	10	1.1	112	1
CCC1CCc2[nH]nc(C(=O)O)c2C1 (stereo unspecified)	-6	0.9	-7	-1	-3	-1	1.3	104[fluorescence artefact?]	1

Record cards, from the list above.
`CCCCOCCCNC(=O)C1CCCCC1` is entered as ERa coact inh: 1; PLAP activator: 1; Ecoli WT expand: 4; Mac1 fbg enh: -3; CD11b adhes inh: 5; FAK inh: 2; MT1-MMP txn act: 1.1; ERa coact pot: 113; ERb coact inh: 5[fluorescence artefact?]
`Cc1ccc(SCCC(=O)Nc2c(C)n(C)n(-c3ccccc3)c2=O)cc1` is entered as ERa coact inh: 6[fluorescence artefact?]; PLAP activator: 1.1; Ecoli WT expand: -5; Mac1 fbg enh: -5; CD11b adhes inh: 4; FAK inh: 4; MT1-MMP txn act: 1.2; ERa coact pot: 110; ERb coact inh: -4[fluorescence artefact?]

More structures
SMILES	ERa coact inh	PLAP activator	Ecoli WT expand	Mac1 fbg enh	CD11b adhes inh	FAK inh	MT1-MMP txn act	ERa coact pot	ERb coact inh
COC(=O)Cc1c(C)c2ccc(O)c(CN3CCCC(C)C3)c2oc1=O (stereo unspecified)	3	1	-3	-3	2	0	1.1	92	-10
CCOC(=O)c1ccoc1CSCC(=O)N1CCN(S(=O)(=O)c2ccc(C)cc2)CC1	-14	1.6	-9	-2	-20	.	1.1	114	-2
CC(NC(=O)C1CCN(S(=O)(=O)N2CCCCCC2)CC1)c1ccccc1 (stereo unspecified)	-38	1.1	-12	-5	1	5	1	95	-14
O=c1cc(-c2cccc3ccccc23)[nH][nH]1	18	.	3	.	.	23*	1.1	91	9
O=C(O)c1cccc(OCc2ccccc2Cl)c1	.	0.9	-4	-2	-13	3	1.3	.	.
COc1ccc(S(=O)(=O)N(C)CC(=O)NCc2cccnc2)cc1OC	-5	0.8	-6	-4	-7	-2	1	105	-7
CCOC(=O)c1c(-n2cnnn2)sc(C)c1C	-9	0.9	2	-5	1	-9	1.2	89	-10
CN(C)c1nc2ccc(OCCN3CCCCC3)cc2s1	29[fluorescence artefact?]	1.9	-5	-3	13	2	1.5	102[fluorescence artefact?]	7
C=CCn1c(NC(=O)c2ccc(Br)o2)c(C(=O)OCC)sc1=S	13	1.2	-1	3	6	-5	1	71[fluorescence artefact?]	-5
COC(=O)C1=C(N)Oc2cc(C)oc(=O)c2C1c1cccnc1 (stereo unspecified)	-4	0.9	-5	1	-7	3	1	112	-1
O=C(Nc1nnc(-c2ccccc2Cl)o1)c1nc2ccccc2s1	24[fluorescence artefact?]	1.6	-2	-9	10	1	.	76[fluorescence artefact?]	20[fluorescence artefact?]
